Screens: PubChem BioAssay, National Center for Advancing Translational Sciences (NCATS)
ELG1 repair inh – qHTS screen for small molecules that inhibit ELG1-dependent DNA repair in human embryonic kidney (HEK293T) cells expressing luciferase-tagged ELG1; HEK293T ELG1-luciferase reporter, luminescence, 16 h; DNA damage induced by 5-fluorouridine; Potency, µM (titrated, usually from 46.1 µM), inactives show top-dose activity change, negative = inhibition, hits mostly inhibitors; actives 2.3% (n = 330,000); note: potency is the fitted concentration of half-maximal effect; % is set by controls: 0 for no effect and ±100 for the full control effect; nearly all actives have a fitted effect of over 55% in size
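Overnight (16 hr) co-exposure of 2,000 cells/well to 5-fluorouridine and compound at 37 °C preceded detection. Luciferase was quantified via ONE-Glo luminescence; loss of signal denotes inhibition.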
BCR signal inh – qHTS Assay to Find Inhibitors of Chronic Active B-Cell Receptor Signaling. ABC-DLBCL IkBa-CBG/CBR reporter, luminescence ratio, 4 h. Potency, µM (titrated, usually from 46.1 µM), without a hit: at the highest dose ratio change, negative = lower green/red ratio, actives largely listed as inhibitors. actives 0.05% (n = 340,000); active = well fitted inhibition curve with a large enough effect in the signal ratio, with a control signal flat, not every such curve was filed as active; inconclusive = small, poorly fitted or top-dose-only effect, or effect the other way, or a change in a side signal; the % refers to the signal ratio;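 note: potency is the fitted concentration of half-maximal effect; plate controls were basal doxycycline-induced cells for no effect and cells given 10 µM MG132 for full effect; MG132 reads +100%, hits lower the ratio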
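TMD8 ABC-DLBCL cells carrying doxycycline-inducible green luciferase fused to IkappaBalpha plus unfused red luciferase were exposed to compounds (up to 46 uM) for 4 hrs at 37C. Activity came from the overlap-corrected green/red luminescence ratio.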
USP2a block – qHTS Assay for Inhibitors of Ubiquitin-specific Protease USP2a Using CHOP2 as the Reporter | Ubiquitin carboxyl-terminal hydrolase 2 (Homo sapiens), O75604 | USP2 core, Ub-CHOP2 coupled fluorogenic reporter, 485/531 | Potency, µM (top dose mostly 38.3 µM), inactives show at the top dose activity change, negative = inhibition, hits mostly inhibitors | actives 0.01% (n = 330,000);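 note: potency is the fitted concentration of half-maximal effect; plate controls were DMSO wells for no effect and full inhibition by NEM control for full effect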
Target sequence (O75604 whole entry, looked up): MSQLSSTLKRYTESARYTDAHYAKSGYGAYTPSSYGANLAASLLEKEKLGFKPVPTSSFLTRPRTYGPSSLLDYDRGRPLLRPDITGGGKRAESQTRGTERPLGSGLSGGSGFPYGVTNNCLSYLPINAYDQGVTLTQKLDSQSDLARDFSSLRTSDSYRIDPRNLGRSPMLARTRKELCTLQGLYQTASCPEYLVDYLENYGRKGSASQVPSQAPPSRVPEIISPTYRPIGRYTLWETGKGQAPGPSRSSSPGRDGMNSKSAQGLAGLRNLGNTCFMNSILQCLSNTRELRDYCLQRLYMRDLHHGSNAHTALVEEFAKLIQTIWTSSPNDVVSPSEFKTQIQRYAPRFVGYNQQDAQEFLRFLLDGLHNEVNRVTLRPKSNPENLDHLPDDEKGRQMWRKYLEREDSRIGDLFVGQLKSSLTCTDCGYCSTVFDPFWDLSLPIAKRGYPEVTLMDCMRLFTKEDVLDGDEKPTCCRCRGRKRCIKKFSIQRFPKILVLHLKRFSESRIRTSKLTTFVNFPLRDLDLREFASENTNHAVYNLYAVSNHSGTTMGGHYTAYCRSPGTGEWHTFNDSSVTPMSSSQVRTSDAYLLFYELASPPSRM
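Cell-free coupled assay: 10nM USP2 core preincubated 30min RT with compound in Tris-HCl pH 8.0/CaCl2/CHAPS buffer, then 25nM Ub-CHOP2 and 25nM reporter substrate; fluorescence (Ex 485/Em 531) read after 60min RT, normalized to NEM inhibition, concentration-response curves fitted.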
Mito fusion yeast – qHTS Assay for Small Molecule Inhibitors of Mitochondrial Division or Activators of Mitochondrial Fusion; Potency, µM (highest dose often 46.1 µM), inactives show at the top dose growth rescue (activation), hits mostly activators; AID 485298, 2010; actives 0.23% (n = 320,000); S. cerevisiae fusion-defective mutant growth rescue, CellTiterGlo 48 h;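 note: potency is the fitted concentration of half-maximal effect; % of control where 0% means no effect; nearly all actives have a fitted effect of over 45% in size; temperature-sensitive fusion mutants such as fzo1-1 at 37 °C on non-fermentable ethanol glycerol medium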
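Yeast fusion mutant, YPEG (non-fermentable carbon), compound, 48 h at 37C non-permissive; CellTiterGlo added, 10 min RT, luminescence read. Rescued growth = division inhibition.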
Tb PFK inh – qHTS Assay to Find Inhibitors of T. brucei phosphofructokinase | actives 0.17% (n = 330,000) | ATP-dependent 6-phosphofructokinase (Trypanosoma brucei brucei), O15648 | AID 485367, 2010 | T. brucei PFK, ADP-Glo luminescence | Potency, µM (titrated, usually from 57.5 µM), for inactives: top-dose activity, negative = inhibition, hits mostly inhibitors;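 note: potency is the fitted concentration of half-maximal effect; 0% = uninhibited 1x PFK enzyme wells and -100% = no-enzyme wells; nearly all actives have a fitted effect of over 60% in size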
Target sequence (O15648 whole entry, looked up): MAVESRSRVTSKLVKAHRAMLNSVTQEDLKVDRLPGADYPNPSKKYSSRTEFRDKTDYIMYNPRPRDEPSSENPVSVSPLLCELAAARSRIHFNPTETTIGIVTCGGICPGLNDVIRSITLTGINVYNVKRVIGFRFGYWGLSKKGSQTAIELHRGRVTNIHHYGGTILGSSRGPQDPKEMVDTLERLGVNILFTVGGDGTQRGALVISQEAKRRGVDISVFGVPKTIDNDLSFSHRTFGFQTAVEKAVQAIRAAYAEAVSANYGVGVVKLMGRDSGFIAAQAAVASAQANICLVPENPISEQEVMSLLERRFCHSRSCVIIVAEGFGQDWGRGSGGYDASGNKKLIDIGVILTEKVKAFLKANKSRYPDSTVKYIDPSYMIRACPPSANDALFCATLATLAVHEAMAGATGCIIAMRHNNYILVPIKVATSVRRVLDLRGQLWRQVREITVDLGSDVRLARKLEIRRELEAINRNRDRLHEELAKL
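In TEA buffer at pH 8.0 with 5 mM MgCl2, enzyme (1.25 nM) converted F6P (0.5 mM) and ATP (0.1 mM) for 45 min at room temperature. ADP product was read by luciferase luminescence.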
TCR act – Activators of T cell receptors: qHTS campaign. 330,000 tested, under 10 active. primary human leukocytes, anti-CD3, IL-2 HTRF, 48 h. AID 504894, 2011. Potency, µM (top dose mostly 9.22 µM), for inactives: at the highest dose activation of IL-2 secretion, hits mostly activators; note: % of control where 0% means no effect
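Using a-CD3 beads without co-stimulation, primary human leukocytes were exposed to compounds for 48 hr. An HTRF IL-2 kit measured the cytokine, with europium-to-d2 energy transfer producing emission at 665nm upon 320nm excitation.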
TSHR antag – Antagonists of the Thyroid Stimulating Hormone Receptor: HTS campaign | activity change, negative = inhibition, % at 11.5 µM | actives 0.2% (n = 330,000) | Thyrotropin receptor (Homo sapiens), P16473 | TSHR-expressing cells, TSH-stimulated cAMP HTRF, 2 h; stronger effect = lower value;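 active = activity change below a set negative limit, meaning inhibition stronger than a set level, cut at about -70% in these data; inconclusive = activity change between two set negative limits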; note: % is set by controls: 0 for no effect and ±100 for the full control effect
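Inhibition of cAMP made by TSHR-expressing cells under TSH stimulation (4nM final, EC80; 2 h, 37 deg C) is quantified with a one-step lysis HTRF kit, anti-cAMP cryptate versus cAMP-d2.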
Eya2 phos inh – qHTS Assay for Inhibitors of the Phosphatase Activity of Eya2. recombinant Eya2, OMFP fluorescence dephosphorylation (OMFP is methylfluorescein phosphate). Potency, µM (top dose mostly 76.9 µM), without a hit: at the top dose activity, negative = inhibition, actives largely listed as inhibitors. Protein phosphatase EYA2 (Homo sapiens), O00167. actives 0.006% (n = 330,000); note: potency is the fitted concentration of half-maximal effect; % is set by controls: 0 for no effect and ±100 for the full control effect
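Eya2 (0.2 uM) preincubated 10 min at ambient with compound, then OMFP substrate added at 50 uM; 10 min reaction in 50 mM HEPES pH 7.5, 50 mM NaCl, 5 uM MgCl2, 0.05% BSA, 1 mM DTT. Fluorescence read at Ex 485/Em 525 nm.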
B2AR arrestin – qHTS assay of beta-arrestin-biased ligands of beta2-adrenergic receptor | Potency, µM (titrated, usually from 46.1 µM), inactives show at the highest dose activation, actives largely listed as activators | actives 0.02% (n = 330,000) | Beta-2 adrenergic receptor (Homo sapiens), P07550 | beta-arrestin recruitment to beta2AR, cell-based reporter;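 note: potency is the fitted concentration of half-maximal effect; 0% = DMSO controls and full agonism = EC100 isoproterenol or metaproterenol; nearly all actives have a fitted effect of over 65% in size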
uPA generation – qHTS for Inhibitors of Cell Surface uPA Generation. cell surface uPA generation assay, qHTS. Potency, µM (series often up to 38.3 µM), for the others: at the highest dose activity change, negative = inhibition, usual class: inhibitors. actives 0.31% (n = 330,000). AID 540303, 2011; active = well fitted inhibition curve with a large enough effect; inconclusive = small, poorly fitted or top-dose-only effect; inactive = no such curve, though single readings can be large or run the other way; tested in mouse RAW 264.7 cells; note: potency is the fitted concentration of half-maximal effect; % is set by controls: 0 for no effect and ±100 for the full control effect; nearly all actives have a fitted effect of over 55% in size
PTAP TSG101 blk – qHTS Assay for Iinhibitors of HIV-1 Budding by Blocking the Interaction of PTAP/TSG101; Potency, µM (highest dose often 115 µM), for the others: at the highest dose activity change, negative = inhibition, actives largely listed as inhibitors; AID 493005, 2010; Fluorescence polarization, FITC-PTAP peptide / Tsg101 binding; 340,000 tested, under 10 active; active = well fitted inhibition curve with a large enough effect in the main read-out, with a control signal flat, not every such curve was filed as active; inconclusive = small, poorly fitted or top-dose-only effect, or effect the other way, or a change in a side signal; inactive = no such curve, though single readings can be large or run the other way; note: potency is the fitted concentration of half-maximal effect; % of control where 0% means no effect
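Compounds were pin-transferred onto Tsg101 binding domain (10 uM final) in HEPES pH 7.5 buffer, then FITC-PTAP peptide was added at 50 nM final. After 20 min at RT, polarization reported peptide displacement across a qHTS concentration series.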
The depositor's hits bear a star; ? = inconclusive; · = not tested or not shown; [ ] = remark or other dose. Unless noted, calls come from the whole dose curve; as a rule, active = well fitted curve in the direction sought with a large enough effect; inconclusive = small, poorly fitted or top-dose-only effect, or another doubt; inactive = no such curve, though single readings can be large; an effect the other way counts as inactive or inconclusive.

nr	Compound	ELG1 repair inh	BCR signal inh	USP2a block	Mito fusion yeast	Tb PFK inh	TCR act
1	CCOc1ncccc1C(=O)OCC(=O)NC(=O)c1ccccc1	-13%	0%	-1%	4%	-8%	-8%
2	Cc1ccn2c(/C=N/OCc3cccc(F)c3)c(-c3ccc(Cl)cc3)nc2c1	-1%	1%	-2%	-2%	-2%	-6%
3	COc1ccc(CCNC(=O)Cn2nnc(-c3cccc(OC)c3OC)n2)cc1OC	-29%	-3%	-3%	1%	0%	4%
4	O=C(c1ccc(CN2CCOCC2)cc1)N1CCN(c2ccccc2F)CC1	-5%	17%	2%	-3%	4%	-4%
5	Brc1ccc(OCCn2ccnc2)cc1	3%	11%	3%	-5%	6%	·
6	NC(=O)[C@@H]1CC2(CC(c3cccc(NC(=O)[C@H]4CCC(=O)N4)c3)=NO2)CN1C(=O)COc1ccc(Cl)cc1 (some centres not stated)	11%	-1%	0%	-3%	-6%	-1%
7	CN1CCC(C2(O)c3ccccc3CCc3ccccc32)CC1	?	-3%	3%	2%	-6%	7%[46.1 µM]
8	CC(=O)N1[C@H](Cc2ccccc2)C=C[C@]1(C)C(=O)NCCN1CCOCC1	0%	11%	0%	1%	4%	7%

nr	TSHR antag	Eya2 phos inh	B2AR arrestin	uPA generation	PTAP TSG101 blk
1	23	-11%	-0.3%	-15%	-4%
2	39	12%	0.2%	3%	-7%
3	-5	3%	-1.0%	-2%	-2%
4	1	9%	0.2%	-3%	-5%
5	7	13%	-1.8%	-4%	-4%
6	12	10%	-0.5%	5%	-3%
7	24	11%	0.3%	-7%	1%
8	10	-9%	0.5%	-4%	4%

(list continues)
nr	Compound	ELG1 repair inh	BCR signal inh	USP2a block	Mito fusion yeast	Tb PFK inh	TCR act
9	CCOc1cc2[nH]c(=O)n(CCC(=O)NCCc3ccccc3)c(=O)c2cc1OCC	0%	2%	1%	6%	4%	3%
10	O=C(CSc1nc2c(cnn2-c2ccccc2)c(=O)[nH]1)N1CCCCC1	0%	14%	5%	9%	2%	0%
11	COc1cnn(-c2ccc(C)cc2)c(=O)c1Cl	?	-1%	6%	9%	-4%	8%
12	O=C(OCn1nnc2ccccc2c1=O)c1cc(-c2ccccc2)nc2ccccc12	1%	7%	3%	0%	5%	0%[46.1 µM]
13	CC(C)CNS(=O)(=O)c1ccc(CCC(=O)Nc2cc(Cl)ccc2Oc2ccccc2)cc1	0%	?	1%	20%	6%	0%
14	CCN(CC)C(=O)c1ccccc1NC(=O)c1ccccc1C	-11%	-1%	1%	-6%	-5%	7%
15	COc1ccccc1-c1cc(C(=O)NCc2ccc(Cl)cc2)no1	4%	?	2%	0%	-21%	-1%
16	Clc1ccc(Cn2ncc3c(N4CCOCC4)ncnc32)cc1	?	-15%	-1%	5%	-25%	8%

nr	TSHR antag	Eya2 phos inh	B2AR arrestin	uPA generation	PTAP TSG101 blk
9	14	10%	-0.7%	0%	0%
10	-14	7%	4.1%	-2%	-2%
11	3	1%	-0.3%	-2%	0%
12	-1	-16%	-0.7%	-2%	-4%
13	-10	-21%	-0.1%	1%	1%
14	21	?	4.7%	6%	-12%
15	-9	6%	-0.5%	·	-3%
16	-12	2%	0.5%	3%	-3%

Continuation:
nr	Compound	ELG1 repair inh	BCR signal inh	USP2a block	Mito fusion yeast	Tb PFK inh	TCR act
17	CCOc1ccc(Cc2nn[nH]n2)cc1	4%	6%	0%	2%	-1%	1%
18	COc1ccccc1/C=C/CN1CCCCC1	-18%	-5%	2%	-1%	-1%	·
19	O=C(O)c1ccccc1C(=O)Nc1ccc(Br)c(C(F)(F)F)c1	?	-16%	3%	1%	?	-1%
20	Cc1cc(C)n(-c2ccc(C(=O)NCC(c3ccco3)N3CCCC3)cc2)n1 (configuration not stated)	-1%	10%	-1%	2%	4%	7%
21	Cc1noc(C)c1S(=O)(=O)N(C)C[C@H]1Oc2c(NC(=O)NC3CCCCC3)cccc2C(=O)N([C@H](C)CO)C[C@@H]1C	-16%	0%	6%	·	6%	-4%
22	c1nc(NCCN2CCOCC2)c2sc3nc(N4CCOCC4)c4c(c3c2n1)CCC4	23µM*	-7%	1%	-5%	2%	0%
23	Cc1cc(NS(=O)(=O)c2ccc(NC(=O)CCSc3ccc(F)cc3)cc2)nc(C)n1	0%	-2%	1%	1%	-4%	1%
24	O=C(CCCCCN1C(=O)c2cccc3cccc(c23)C1=O)NCCCO	1%	-4%	3%	2%	-4%	·

nr	TSHR antag	Eya2 phos inh	B2AR arrestin	uPA generation	PTAP TSG101 blk
17	-6	-14%	-0.1%	5%	-3%
18	7	0%	-0.4%	0%	0%
19	-1	-7%	-0.1%	-19%	-2%
20	10	?	0.2%	4%	-1%
21	-9	1%	0.2%	7%	-2%
22	12	-7%	0.0%	5%	-1%
23	8	0%	-0.8%	9%	0%
24	-7	-4%	-0.6%	-2%	-2%

Additional records follow.
nr	Compound	ELG1 repair inh	BCR signal inh	USP2a block	Mito fusion yeast	Tb PFK inh	TCR act
25	Cc1ccc(C(=O)Nc2ccc(N3CCOCC3)c3nonc23)cc1[N+](=O)[O-]	-14%	3%	-4%	4%	1%	-1%
26	COc1ccc(CC(=O)NNC(=O)c2ccccc2)cc1OC	2%	0%	2%	·	8%	·
27	O=C(NCCc1ccc(Cl)cc1Cl)c1ccc2nc[nH]c2c1	15%	-9%	1%	3%	-4%	-10%
28	COc1ccc(CCNC(=O)C(=O)Nc2ccc3nc4n(c(=O)c3c2)CCCCC4)cc1OC	21µM*	-18%	-2%	6%	-9%	2%
29	CCOc1ccc(C(C)C)cc1S(=O)(=O)n1ccnc1C	-3%	-20%	0%	13%	0%	-5%
30	O=C(Cc1ccccc1)Nc1ccc(S(=O)(=O)N2CCCC2)cc1	?	?	0%	·	0%	1%
31	C=CCn1c(SCC(=O)Nc2ccc(C(=O)OCC)cc2)nnc1-c1sc(N)nc1C	?	-5%	3%	2%	2%	6%
32	O=C(NC1CC2CCCC(C1)N2S(=O)(=O)c1ccccc1)c1ccccc1 (configuration not stated)	?	0%	1%	1%	0%	1%
33	CN(C)S(=O)(=O)c1cccc(COC(=O)C2=COCCO2)c1	13%	0%	1%	-4%	0%	0%
34	O=C(NCc1cccnc1)c1ccc(-c2cc3ccccc3oc2=O)cc1	2%	0%	0%	4%	3%	4%

nr	TSHR antag	Eya2 phos inh	B2AR arrestin	uPA generation	PTAP TSG101 blk
25	14	1%	-0.1%	6%	-2%
26	-5	5%	-1.0%	-18%	-5%
27	3	8%	0.0%	-2%	-3%
28	6	7%	-1.0%	-10%	-1%
29	17	6%	-0.1%	-1%	-3%
30	-1	5%	-0.6%	5%	-6%
31	7	20%	-0.1%	3%	-2%
32	-10	16%	3.8%	5%	0%
33	3	-1%	0.0%	0%	1%
34	-12	-7%	-0.2%	-19%	-3%

Profiles, looked up by structure. Values in the order: ELG1 repair inh | BCR signal inh | USP2a block | Mito fusion yeast | Tb PFK inh | TCR act | TSHR antag | Eya2 phos inh | B2AR arrestin | uPA generation | PTAP TSG101 blk
Cc1ccc(C(=O)Nc2ccc(N3CCOCC3)c3nonc23)cc1[N+](=O)[O-] as listed: -14% | 3% | -4% | 4% | 1% | -1% | 14 | 1% | -0.1% | 6% | -2%
O=C(NC1CC2CCCC(C1)N2S(=O)(=O)c1ccccc1)c1ccccc1 (configuration not stated) as listed: ? | 0% | 1% | 1% | 0% | 1% | -10 | 16% | 3.8% | 5% | 0%
